Screens deposited in PubChem by several laboratories.
MDM2 E3 inh – MDM2-luciferase reporter signal enhancers, primary screen, MDM2 E3 ligase inhibitor project, cell-based, luminescence, 1536-well. cell-based MDM2 ubiquitination luciferase reporter, 2 h; 0 = plate control, 100 = twice control, blank-subtracted. signal enhancement, % at 5 µM. actives 0.11% (n = 210,000). AID 1230, 2008;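 active = signal enhancement of 30% or more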;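 note: luminescence tracks abundance of the self-degrading MDM2-luciferase fusion protein; higher signal means inhibition of MDM2 E3 ligase activity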
Target sequence (Q00987 whole entry, looked up, the tested form may be a part): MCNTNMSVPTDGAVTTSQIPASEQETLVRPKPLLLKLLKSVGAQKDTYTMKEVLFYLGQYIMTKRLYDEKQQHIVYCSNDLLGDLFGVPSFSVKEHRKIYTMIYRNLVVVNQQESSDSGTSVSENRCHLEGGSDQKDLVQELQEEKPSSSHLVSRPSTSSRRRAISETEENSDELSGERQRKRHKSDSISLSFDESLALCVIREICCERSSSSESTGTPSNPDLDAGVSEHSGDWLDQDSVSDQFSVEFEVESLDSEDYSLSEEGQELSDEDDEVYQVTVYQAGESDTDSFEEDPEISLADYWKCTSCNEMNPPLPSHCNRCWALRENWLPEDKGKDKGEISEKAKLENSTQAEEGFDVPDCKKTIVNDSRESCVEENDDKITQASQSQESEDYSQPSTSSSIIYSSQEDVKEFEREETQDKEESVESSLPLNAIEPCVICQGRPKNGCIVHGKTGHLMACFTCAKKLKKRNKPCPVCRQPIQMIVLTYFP
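system = mammalian cells stably expressing self-ubiquitinating, self-degrading MDM2 E3–luciferase fusion | quantity = 2000 cells per well seeded | incubation = 4 h cell settling then 2 h compound exposure, 37 °C | signal = SteadyLite luminescence, 15 min reagent step | benchmarks = plate control and blank wells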
CHOP inh – inhibitors of CHOP promoter induction, primary screen, cell-based, unfolded protein response, luciferase reporter; actives 3.8% (n = 220,000); AID 2732, 2010; CHO-K1 CHOP-promoter luciferase, tunicamycin-induced, 15-18 h; inhibition, % at 10 µM;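 active = compounds that reduced the stress-induced luciferase reporter signal by more than about 70% of percent inhibition, limit read from the data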;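 note: 0% = tunicamycin plus vehicle and 100% = wells without tunicamycin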
Runt-SMMHC FRET – inhibitors of RUNX1 Runt–CBFb-SMMHC binding, primary screen, biochemical, FRET, Cerulean-Runt, Venus-CBFb-SMMHC, uHTS. inhibition, % at 20 µM. actives 0.74% (n = 220,000). Runt-related transcription factor 1 (Homo sapiens) + Core-binding factor subunit beta …. Cerulean-Runt/Venus-CBFb-SMMHC FRET ratio 530/480, 1 h;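 active = mean inhibition across duplicate retests at 20 µM reaching about 50%, limit read from the data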;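 note: 0% = DMSO wells and 100% = wells with excess untagged CBFb-SMMHC; inhibitors lower the FRET ratio by blocking Runt binding to CBFb-SMMHC; some results filed as inactive read as strong as hits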
EBV gp42 block – Epstein-Barr virus gp42 inhibitors, primary screen, biochemical, uHTS, fluorescence polarization; AID 1085, 2008; Fluorescence polarization binding assay, mP read-out; actives 0.42% (n = 220,000); Glycoprotein 42 (Epstein-Barr virus (strain AG876)), Q1HVG2; inhibition, % (tested at 21.74 µM); in the data active = inhibition above about 50%
Target sequence (Q1HVG2 whole entry, looked up): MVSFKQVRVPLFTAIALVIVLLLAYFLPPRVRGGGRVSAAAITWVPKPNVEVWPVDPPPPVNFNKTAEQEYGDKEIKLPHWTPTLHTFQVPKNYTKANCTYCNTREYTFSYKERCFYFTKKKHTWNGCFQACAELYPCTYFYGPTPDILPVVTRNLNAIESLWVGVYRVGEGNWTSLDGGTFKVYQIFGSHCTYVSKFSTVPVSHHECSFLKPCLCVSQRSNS
TNF death inh – inhibitors of TNF-alpha triggered necroptosis, primary screen, cell-based, Jurkat FADD-/-, single concentration; AID 463075, 2010; actives 0.068% (n = 220,000); activation (protection from cell death), % at 10 µM; Jurkat FADD-/- TNF necroptosis rescue, ATP luminescence, 24 h; 0 = TNF only, 100 = no-TNF cells;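 active = activation, meaning protection from cell death, of at least 50% relative to plate controls; inactive = activation below 50%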;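 note: necroptosis triggered by 40 ng/mL TNF-alpha added together with compound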
PPC-1+TRAIL kill – compounds killing PPC-1 cancer cells with TRAIL present, primary screen, TRAIL potentiator project, ATPLite luminescence, uHTS; PPC-1 cells + TRAIL, ATPLite viability luminescence; cell killing (% activity), % at 4 µM; actives 0.41% (n = 220,000);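 active = cell killing above 50% in the first pass at 4 µM, then a duplicate retest at 5 µM averaging 50% or more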;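 note: plate controls were cells with TRAIL plus DMSO for no effect and medium-only wells lacking cells for full effect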
NCF1 inh – p47phox/p22phox peptide binding inhibitors, primary screen, biochemical, uHTS, NADPH oxidase regulatory subunit; Neutrophil cytosol factor 1 (Homo sapiens), P14598; fluorescence polarization, 2 h; inhibition, % at 24.7 µM; actives 0.53% (n = 220,000);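 active = inhibition above about 30%, limit read from the data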;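 note: 0% = p47phox with labelled peptide and 100% = labelled peptide alone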
Target sequence (P14598 whole entry, looked up): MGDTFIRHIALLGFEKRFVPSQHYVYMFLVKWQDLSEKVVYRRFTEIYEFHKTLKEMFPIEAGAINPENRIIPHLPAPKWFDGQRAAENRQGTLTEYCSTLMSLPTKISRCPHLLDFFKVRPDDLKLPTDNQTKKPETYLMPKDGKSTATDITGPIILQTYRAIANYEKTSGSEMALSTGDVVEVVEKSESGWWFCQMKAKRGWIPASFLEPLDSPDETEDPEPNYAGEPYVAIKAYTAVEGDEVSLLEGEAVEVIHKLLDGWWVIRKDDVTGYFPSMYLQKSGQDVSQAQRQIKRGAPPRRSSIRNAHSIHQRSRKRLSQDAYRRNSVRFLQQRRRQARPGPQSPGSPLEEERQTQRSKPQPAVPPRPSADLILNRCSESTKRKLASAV
TRPML3 ag – human TRPML3 channel agonists, primary screen, cell-based, HEK293 TRPML3-YFP, Fluo-8 calcium fluorescence, 3 µM; activation, % at 3 µM; Mucolipin-3 (Homo sapiens), Q8TDD5; 100% = the carbachol control signal; AID 1448, 2008; actives 0.29% (n = 220,000);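 active = activation above its plate's cutoff, the mean activation of the plate's test wells plus 3 SD, cut at about 12% in these data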;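 note: 0% = DMSO only wells and 100% = carbachol wells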
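Test system: TRPML3-YFP stable HEK293 cells. Doses: single point at 3 µM. Incubation: dye loading 1 h 37 °C then 30 min ambient, 125 s read. Signal: Fluo-8 calcium dye fluorescence, ex 470-495, em 515-575 nm. Measure: percent activation from peak-to-basal fluorescence ratio, scaled between DMSO and carbachol.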
zfTRPN1 agonist – zebrafish TRPN1 channel agonists, primary screen, cell-based, HEK293, calcium fluorescence | activation, % at 3 µM | actives 0.18% (n = 220,000) | HEK293 zebrafish TRPN1-YFP, Fluo-8 calcium fluorescence; 100% = response to 87 µM carbachol | AID 1424, 2008;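 active = activation above its plate's cutoff, the mean activation of test wells on that plate plus 3 SD, cut at about 19% in these data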;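 note: 0% = DMSO alone and 100% = 87 µM carbachol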
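Control set: carbachol 87 µM as high control, DMSO as low control; system: HEK293 stable line with zebrafish TRPN1-YFP; read-out: % activation versus carbachol response; detection: intracellular calcium fluorescence with Fluo-8; doses: single test compound dose, 3 µM nominal, 0.3% DMSO; schedule: dye 1 h 37 °C plus 30 min RT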
An asterisk follows results filed as active; . = no result given.

SMILES	MDM2 E3 inh	CHOP inh	Runt-SMMHC FRET	EBV gp42 block	TNF death inh	PPC-1+TRAIL kill	NCF1 inh	TRPML3 ag	zfTRPN1 agonist
COc1ccccc1NC(=O)c1nnn(Cc2ccccc2)c1NC(=O)C(F)(F)F	.	2	0	-11	-0.2	-6	-2	0.2	-0.7
Cc1ccc(Nc2nnc(SCC(=O)Nc3cc(C(=O)O)ccc3C)s2)c(C)c1	-5	0	-1	-9	1.2	18	-15	0.1	0.2
Cc1cc(C)c(C#N)c(SCC(=O)c2cc(C)n(CCc3ccccc3)c2C)n1	-11	14	-3	-37	0.3	11	-17	-0.2	3.3
Cc1cnc(C(=O)OCC(=O)NC(C)C)cn1	-14	3	2	-10	-1.9	-4	-22	0.3	-1.1
O=C(COc1ccccc1Cc1ccccc1)NCCCN1CCOCC1	.	-11	1	-20	1.1	16	-17	0.8	2.3
Fc1ccccc1COc1ccc(Br)cc1CNCc1ccncc1	-6	-2	-10	-10	0.2	1	-2	0.5	-0.5
Cc1cccc(C2c3[nH]c4ccccc4c3CCN2C(=O)c2cc(CC(C)C)[nH]c(=O)n2)n1 (configuration not stated)	0	12	-1	-10	-0.2	5	-16	0.5	0.9
Cc1cc(C)nc(SCCCn2c(=O)[nH]c3ccccc32)n1	-12	8	-1	-6	-1.1	20	-6	0.1	-0.6
O=c1c2ccccc2nc(-c2cccs2)n1-c1ccc2ccccc2c1	1	-4	6	-29	1.5	26	-7	0.0	0.4
NNC(=O)c1cncn1-c1ccc(F)cc1	-12	5	2	-18	0.2	18	-1	0.5	1.4
COc1ccc(NC(C)=O)cc1S(=O)(=O)NC(Cc1ccccc1)C(=O)O (configuration not stated)	.	3	-2	4	-0.9	0	-3	-0.1	-0.9
O=C(COC(=O)/C=C/c1ccco1)NCc1ccc2c(c1)OCO2	-9	7	-2	2	1.6	-5	-2	0.4	-1.3
Cc1ccc(S(=O)(=O)NC(CC(C)C)C(=O)NCc2ccco2)cc1 (configuration not stated)	-2	3	3	7	0.0	2	-8	-0.1	-1.4
CCc1c(C)c(C#N)c2nc3ccccc3n2c1NCc1ccco1	-17	39	72*	-7	-2.6	15	-16	-1.4	-2.3
O=C(N/N=C/c1cn(-c2ccccc2)nc1-c1ccc2c(c1)OCCO2)c1ccncc1	1	-42	-7	26	0.8	-6	-4	-0.1	1.5

Of the compounds above, these contain an NH in an aromatic ring:
SMILES	MDM2 E3 inh	CHOP inh	Runt-SMMHC FRET	EBV gp42 block	TNF death inh	PPC-1+TRAIL kill	NCF1 inh	TRPML3 ag	zfTRPN1 agonist
Cc1cccc(C2c3[nH]c4ccccc4c3CCN2C(=O)c2cc(CC(C)C)[nH]c(=O)n2)n1 (configuration not stated)	0	12	-1	-10	-0.2	5	-16	0.5	0.9
Cc1cc(C)nc(SCCCn2c(=O)[nH]c3ccccc32)n1	-12	8	-1	-6	-1.1	20	-6	0.1	-0.6

Copied from the list:
Reading of `O=C(COc1ccccc1Cc1ccccc1)NCCCN1CCOCC1` in Runt-SMMHC FRET: 1
Reading of `COc1ccc(NC(C)=O)cc1S(=O)(=O)NC(Cc1ccccc1)C(=O)O` (configuration not stated) in Runt-SMMHC FRET: -2

Next part:
SMILES	MDM2 E3 inh	CHOP inh	Runt-SMMHC FRET	EBV gp42 block	TNF death inh	PPC-1+TRAIL kill	NCF1 inh	TRPML3 ag	zfTRPN1 agonist
CCn1nnnc1SCC(=O)N1c2ccccc2CCc2ccccc21	-8	26	0	4	-2.0	19	-5	-0.3	-1.9
O=C(c1cccc(S(=O)(=O)N2CCCC2)c1)N1CCN(c2ccccc2)CC1	-10	25	0	-1	-5.8	20	0	-0.7	0.1
CN(C)CCCN=Cc1c(-c2ccccc2)[nH]n(-c2nc3ccccc3s2)c1=O	-7	26	.	-8	-9.3	.	-59	0.9	-0.1
Cc1ccc(C(=O)Nc2nnc(C)s2)o1	-4	-8	-1	-1	0.4	15	6	1.4	1.0
COc1ccc(-c2cn(-c3ccc(C)cc3)c(=O)n2CC(=O)Nc2cccc(F)c2)cc1	2	10	2	-7	0.9	4	-63	0.8	-1.1
CCOCC(=O)N1CCN(c2ccc(F)cc2)CC1	-5	9	1	-12	-0.3	23	0	-0.3	0.2
CCOc1ccccc1C1C(C#N)=C(N)SC(N)=C1C#N	5	-13	43	-42	-2.0	-21	-26	-0.1	-0.4
CC(=O)c1c(C)[nH]c(C(=O)OCc2c(F)cccc2Cl)c1C	-11	52	2	-14	-1.3	6	-4	0.8	-1.0
CCCc1nc(N)nc2c1C(=O)CC(C)(C)C2	-19	12	-4	1	0.3	6	2	0.3	0.0
CCOCCOC(=O)COC(=O)c1ccccc1NC(=O)c1ccccc1	1	7	2	-11	2.4	21	3	-0.6	-2.3
O=C(COc1cccc(NC(=O)c2cccs2)c1)c1ccc(F)cc1	-18	41	-4	-8	5.9	33	-25	0.6	2.3
COc1cc(CN(C)C(C)C(=O)Nc2ccc([N+](=O)[O-])cc2Cl)ccc1OC(F)F (configuration not stated)	-13	13	-3	-9	-1.3	15	-7	1.3	0.1
Cn1c(SCCCC(=O)c2ccccc2)nnc1-c1ccncc1	-5	-36	2	-33	1.2	12	-2	-0.1	2.9
C=CCOC(=O)C1=C[C@H](c2cn(C(C)=O)c3ccccc23)[C@@H](CCCO)[C@H](OCC)O1	.	5	-2	-4	0.8	25	.	-0.3	-1.3
CCOc1ccccc1-c1nc(-c2cc3ccccc3nc2OC)no1	-4	13	-3	-9	-1.2	22	-95	-0.2	-1.0
Cc1ccc(S(=O)(=O)NNC(=S)Nc2cccc(C)c2C)cc1	-8	20	-21	-17	5.6	15	-2	-0.1	0.2
COc1cccc(/C=N/NC(=O)c2ccccc2NC(=O)c2ccco2)c1OC	-14	-4	1	2	-16	-1	-2	0.9	1.7
Clc1ccc(-c2noc(CN3CCOCC3)n2)cc1	-6	7	-17	-12	1.3	17	-6	0.9	2.0
O=C(CCS(=O)(=O)c1ccccc1)NCCS(=O)(=O)c1ccccc1	-9	-10	-2	-7	1.1	20	-4	-0.1	-0.1
CCCN(CCC)C(=O)Cn1c(=O)n(CCCCCC(=O)Nc2ccccc2)c(=O)c2sccc21	-13	25	-1	-1	0.5	-3	1	-0.2	0.0
CCCCNC(=O)Oc1cccc(N2CCCC2=O)c1	-4	-11	-4	-15	-0.1	9	4	0.2	0.0
Cc1c(C(=O)NNS(=O)(=O)c2ccccc2)sc(=S)n1C	.	-5	-6	-30	2.6	22	-8	0.5	0.8
O=C(O)CCC(=O)NCC1OCCc2ccccc21 (configuration not stated)	1	-20	-5	-10	-1.1	23	0	0.6	0.2
COc1ccc(C(=O)Nc2ccccc2C(=O)NC(Cc2ccc(O)cc2)C(=O)NNC(=O)c2ccccc2)cc1 (configuration not stated)	-13	-19	-3	-10	0.1	-26	-4	-0.1	-0.7
CC[C@H]1CN2CCc3cc(OC)c(OC)cc3[C@@H]2C[C@@H]1C[C@H]1NCCc2cc(OC)c(OC)cc21	.	9	2	0	-24	43	0	0.9	0.6
COc1ccc(N2CCN(C(=O)c3ccc4c(=O)n(CCc5ccc(OC)c(OC)c5)c(=O)[nH]c4c3)CC2)cc1	-5	68	-8	11	-4.2	14	4	0.8	0.8
CN1CCN(CC(O)COc2ccc(C34CC5CC(CC(C5)C3)C4)cc2)CC1 (configuration not stated)	-7	34	-4	-5	-6.5	7	73*	1.2	0.6
CC1CCCC(C)N1C(=O)CSc1nc(N)c(-c2ccccc2)c(=O)[nH]1 (configuration not stated)	-4	2	-8	-24	0.4	4	-8	0.2	-0.4
CC1Cc2nc(SCC(=O)NCCc3ccccc3)n(C)c(=O)c2S1 (configuration not stated)	-34	-14	-5	3	0.8	.	-5	0.3	-0.2
CN(C)S(=O)(=O)c1cccc(NC(=O)CSc2nncn2C)c1	-3	17	-10	-17	2.1	6	-2	-0.1	-0.2
O=C(O)c1ccccc1SCC(=O)N1CCCCC1	-21	23	1	-6	-2.2	-3	4	-0.4	0.6
Cc1c(CN2CCC(C)CC2)c(=O)n(-c2ccccc2)n1C	-1	32	-2	-15	0.6	2	3	0.7	1.4
COc1ccc2c(c1)cc1n2CCN=C1N	-16	-20	-1	6	-0.2	-2	4	0.2	0.3
CC(C)(C)c1ccc(C(CC(=O)O)NC(=O)CSc2ccccc2)cc1 (configuration not stated)	-1	4	2	-6	0.0	33	-5	0.7	-0.6
CC(=O)N1CCc2cc(S(=O)(=O)NC(Cc3ccccc3)C(=O)NCCN3CCCCC3C)ccc21 (configuration not stated)	.	10	1	0	-0.5	-4	-11	0.5	0.1
Cc1cccc(-n2c(CNC(=O)c3ccc(S(=O)(=O)N4CCCC4)cc3)n[nH]c2=S)c1	-22	8	10	-6	-0.6	30	-10	0.2	-0.6
O=C(COC(=O)c1ccccc1F)c1ccc(-n2nncc2-c2ccco2)cc1	-2	30	-2	-1	-2.1	-24	-44	1.1	0.8
CN1/C(=C/C2CC(=O)N(c3cccc4ccccc34)C2=O)C(C)(C)c2ccccc21 (configuration not stated)	7	50	1	-35	0.6	15	-56	-0.2	-0.2
CCn1c(=O)cc(C(=O)OC)sc1=Nc1ccc(F)c(F)c1	2	96*	-1	-12	-8.1	2	-2	-0.8	-2.0
Cc1cc(C)n2nc(SCc3ccccc3)nc2n1	-8	6	4	-6	1.8	-2	4	0.3	-0.4
Cc1cc(C(=O)CN2C(=O)NC(c3ccccc3)(c3ccccc3)C2=O)c(C)n1Cc1ccccc1	-26	32	-1	-38	0.2	14	-73	0.9	2.3
Cc1nc([N+](=O)[O-])nn1C12CC3CC(CC(Cl)(C3)C1)C2	-16	10	-2	-16	1.2	-3	-5	1.0	1.0
CC(=O)Nc1ccc(NC(=O)COc2cccc3c2OC(C)(C)C3)cc1	-12	-7	3	-3	-0.4	7	-4	-0.2	-0.8
CC(C)(C)OC(=O)N[C@@H](Cc1c[nH]c2ccccc12)c1nnc(SCC(N)=O)o1	-3	-2	5	-8	-2.4	0	-10	0.7	1.0
Cc1cc(=O)n2c3ccccc3n(CC(O)CN3CCCCC3)c2c1C#N (configuration not stated)	-1	13	-1	-14	-2.7	1	-9	0.0	0.0
